Screening results (PubChem)
Bcl-B TR3 displacers: displacers of TR3 peptide from Bcl-B, primary screen, selectivity assay for Bfl-1 inhibitor project, biochemical, fluorescence polarization; FP displacement of FITC-TR3 peptide from Bcl-B; higher % means a stronger effect; one-dose displacement, % at 20 µM; IC50 in µM for titrated hits; hit rate 0.11% among 96,000;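 active means displacement above 50% at 20 µM plus a fluorescence interference ratio under 1.5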;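 further: plate controls were wells without compound for no effect and wells lacking Bcl-B protein for full effect; a part of the inactive calls stands beside numbers as strong as those of hits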
IL1B NFkB pot: enhances IL-1B driven NFkB nuclear translocation; HUVEC IL-1B NFkB p65 nuclear translocation imaging; hit rate 0.3% among 94,000; activation, % at 2 µM;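 active means activation above 40%, about the mean plus 3 SD, also judged a hit on visual image review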;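 further: percent activation is computed from the nuclear over cytoplasmic p65 intensity ratio; values of inactives mirror those of a sister screen read the other way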
PLAP inhibition: PLAP enzyme inhibitors, biochemical, luminescence, HTS (AID 690). purified PLAP, luminescent substrate; higher % means a stronger effect. inhibition, % at 20 µM; hits with a dose series show IC50 in µM. hit rate 0.08% among 96,000; in the data active means a potency from the dose series; inactive means the rest, 99 in 100 with inhibition below about 30%; further: strong numbers were not always called active
MRP reversal: MRP-mediated drug resistance reversal; differential viability (reversal), % at 10 µM; H69AR cells + 2 uM doxorubicin, CellTiter-Glo, 72 h; hit rate 0.04% among 85,000;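 active means viability drop by adding the cancer drug above about 55%, with treated viability meeting a 40% cutoff, limit read from the data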;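 further: viability without doxorubicin minus viability with 2 µM doxorubicin for each compound; larger differential means the compound sensitizes cells more to doxorubicin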
IL1B NFkB inh: blocks IL-1B driven NFkB nuclear translocation in HUVEC cells. inhibition, % at 2 µM. AID 796. HUVEC IL-1B NFkB p65 nuclear translocation imaging. hit rate 0.43% among 94,000;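 active means inhibition above about 30% together with a positive call from visual inspection of the well image, limit read from the data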;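 further: nuclear over cytoplasmic p65 intensity ratio measured by imaging; 0% = IL-1B stimulated DMSO wells and 100% = unstimulated DMSO wells; values of inactives mirror those of a sister screen read the other way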
MRP reversal cytotoxicity: recorded beside MRP reversal, whose call it bears; viability, %; H69AR cells, CellTiter-Glo, 72 h; measured here: cytotoxicity without doxorubicin
MRP reversal with doxorubicin: recorded beside MRP reversal, whose call it bears; viability, %; measured here: viability with 2 uM doxorubicin; stronger effect = lower value
IL1B NFkB inh cell count 2 µM: second read-out of IL1B NFkB inh, no call of its own (marks repeat the call); cell count; measured here: cells passing quality filter;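 raw number of nuclei counted in each imaged well without normalization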
IL1B NFkB pot cell count 2 µM: recorded beside IL1B NFkB pot, whose call it bears; cell count; measured here: cells passing quality filter
The depositor's hits bear a star; nt = no result given.

Value order – Bcl-B TR3 displacers	IL1B NFkB pot	IL1B NFkB pot cell count 2 µM	PLAP inhibition	MRP reversal	MRP reversal cytotoxicity	MRP reversal with doxorubicin	IL1B NFkB inh	IL1B NFkB inh cell count 2 µM
> CCOC(=O)CSc1nnc2cc(C)c3ccccc3n12
 : nt	6	112	nt	5	93	88	-6	112
> CCn1cc(C(=O)NCCCN2CCC(C)CC2)c2cc(OC)c(OC)cc2c1=O
 : -10%	-7	51	-73%	9	96	87	7	51
> [N-]=[N+]=CC(=O)c1ccnc(C(=O)C=[N+]=[N-])c1
 : 4%	nt	nt	15%	-4	86	90	nt	nt
> CCOC(=O)c1c(NC(=O)Cn2nnc(-c3ccc(Cl)cc3)n2)sc(CC)c1C
 : 13%	-2	180	5%	24	113	89	2	180
> O=C(CNc1cccc(Cl)c1)c1ccc(Cl)cc1
 : -4%	7	85	17%	nt	nt	nt	-7	85
> Nc1nc(-c2cccnc2)nc(N2CCCCC2)n1
 : 3%	8	109	11%	7	87	80	-8	109
> CCOC(=O)CCSc1nc(C)c2ccccc2n1
 : -3%	-3	165	20%	6	97	91	3	165
> Cc1c[nH]c2cccc(OCC(O)CNC(C)(C)C)c12 (configuration not stated)
 : nt	18	131	-76%	2	88	85	-18	131
> COc1cc(C(=O)Nc2oc(-c3ccccc3)c(-c3ccccc3)c2C#N)cc(OC)c1OC
 : 6%	nt	nt	-54%	-12	60	73	nt	nt
> C#CCOc1ccc2c(C)cc(=O)oc2c1
 : -7%	0	136	-10%	-2	101	103	0	136
> O=C(NCc1ccco1)C1(S(=O)(=O)c2ccc(Cl)cc2)CC1
 : -11%	-3	96	-17%	-7	94	101	3	96
> CCOC(=O)c1cc2oc(C(c3nnnn3C3CCCCC3)N3CCOCC3)cc2[nH]1 (configuration not stated)
 : nt	1	158	nt	-76	10	86	-1	158
> O=C(O)c1ccc2c(c1)N(Cc1ccccc1F)C(=O)c1ccccc1S2=O (configuration not stated)
 : -1%	8	70	-11%	-5	91	96	-8	70
> COc1ccc(CC(=O)Nc2sc(Cc3ccccc3)c(C)c2C(N)=O)cc1
 : -17%	nt	nt	18%	nt	nt	nt	nt	nt
> CN(C)C=C1C(=O)c2ccccc2C1=O
 : -1%	10	168	14%	-3	72	75	-10	168

Continued (four carried over from the part before).
Value order – Bcl-B TR3 displacers	IL1B NFkB pot	IL1B NFkB pot cell count 2 µM	PLAP inhibition	MRP reversal	MRP reversal cytotoxicity	MRP reversal with doxorubicin	IL1B NFkB inh	IL1B NFkB inh cell count 2 µM
> CCOC(=O)c1cc2oc(C(c3nnnn3C3CCCCC3)N3CCOCC3)cc2[nH]1 (configuration not stated)
 : nt	1	158	nt	-76	10	86	-1	158
> O=C(O)c1ccc2c(c1)N(Cc1ccccc1F)C(=O)c1ccccc1S2=O (configuration not stated)
 : -1%	8	70	-11%	-5	91	96	-8	70
> COc1ccc(CC(=O)Nc2sc(Cc3ccccc3)c(C)c2C(N)=O)cc1
 : -17%	nt	nt	18%	nt	nt	nt	nt	nt
> CN(C)C=C1C(=O)c2ccccc2C1=O
 : -1%	10	168	14%	-3	72	75	-10	168
> CCSc1nc(O)c(Cc2ccccc2)c(=O)[nH]1
 : 10%	15	169	2%	-7	110	117	-15	169
> CCN(CC)c1ccc(C=Nc2ccc(C)cc2)c(O)c1
 : nt	14	142	nt	-1	78	78	-14	142
> COc1ccc(S(=O)(=O)Nc2c(C(=O)O)[nH]c3ccccc23)c(OC)c1
 : 3%	-1	128	-95%	12	93	82	1	128
> Cc1nc(N2N=C3/C(=C/c4ccc(F)cc4)CCCC3C2c2ccc(F)cc2)sc1C(=O)N(C)C (configuration not stated)
 : -35%	4	177	-98%	nt	nt	nt	-4	177
> COc1cc(NC(=O)c2ccco2)c(OC)cc1NC(=O)CCC(=O)Nc1cc(C)cc(C)c1
 : -1%	0	133	-52%	6	95	89	0	133
> O=C(OCn1nnc2ccccc2c1=O)c1cccnc1Cl
 : 5%	-2	173	16%	-4	93	97	2	173
> COc1cccc(NC(=O)c2ccccc2-c2nc(-c3ccc(Cl)cc3)no2)c1
 : -9%	3	102	-23%	15	70	55	-3	102
> CCc1ccccc1NC(=O)CSc1nnc([C@@H](NC(=O)OC(C)(C)C)C(C)C)o1
 : -1%	0	118	-36%	20	98	78	0	118
> CCc1cc2c(C)cc(=O)oc2cc1OC(=O)C1CCCN1C(=O)OC(C)(C)C (configuration not stated)
 : -8%	-5	124	-52%	2	83	81	5	124
> CCOC(=O)C1=C(c2ccccc2)NC(=O)NC1c1ccc(N(C)C)cc1 (configuration not stated)
 : 24%	nt	nt	-14%	20	101	81	nt	nt
> O=C(Nc1nc2c(s1)COc1ccccc1-2)c1cccs1
 : -16%	-8	139	12%	7	71	64	8	139
> Cc1onc(-c2ccccc2Cl)c1C(=O)Nc1nn[nH]n1
 : -2%	nt	nt	-26%	-22	74	96	nt	nt
> O=C(c1ccc2c(c1)C(=O)N(Cc1ccco1)C2=O)N1CCOCC1
 : 1%	nt	nt	10%	20	97	78	nt	nt
> CC(C)C(C)NC(=O)CSc1nc2scc(-c3ccco3)c2c(=O)n1-c1ccccc1 (configuration not stated)
 : -24%	2	195	-62%	-5	78	83	-2	195
> C/C(N)=C(/C#N)C(=O)CSc1nc2ccc(C)cc2[nH]1
 : 9%	nt	nt	-92%	1	76	74	nt	nt
> CC(C)(C)NC(=O)C(c1ccccc1)N(C(=O)c1ccco1)C1CC1 (configuration not stated)
 : -3%	10	110	-24%	4	102	98	-10	110
> Cc1cccc(-c2c3c(=O)n(C)c(=O)n(C)c3c3nnc4ccccc4n23)c1
 : nt	13	90	nt	nt	nt	nt	-13	90
> Cc1ccc(OCC(=O)NCC(=O)n2nc(C)cc2C)cc1
 : -2%	-8	105	-1%	nt	nt	nt	8	105
> Cc1ccc(NC(=S)NC(=O)c2ccc(-c3ccccc3)cc2)c(C)c1
 : -5%	-5	192	12%	nt	nt	nt	5	192
> Cc1sc(NC(=O)C2C3CCC(O3)C2C(=O)O)c(C(=O)OC(C)C)c1-c1ccc(Cl)cc1 (configuration not stated)
 : -5%	4	117	-12%	nt	nt	nt	-4	117
> O=C1CC(C(=O)Nc2ccccc2C(=O)O)C(c2ccccc2)O1 (configuration not stated)
 : -2%	-5	94	-14%	12	108	96	7	94
> Cn1c(=NC(=O)CCl)sc2ccccc21
 : 1%	1	52	-17%	0	1	2	-1	52
> COc1ccc(-c2noc(CN3CCN(c4ccccc4F)CC3)n2)cc1OC
 : -9%	18	87	8%	11	100	90	-18	87
> COc1ccc(-c2nc(N)nc(C)c2Oc2ccccc2Br)c(O)c1
 : 102%	-3	118	-48%	-40	23	63	2	118
> CCSc1ccccc1C(=O)N1CCN(c2ccccc2F)CC1
 : -7%	-2	119	9%	18	84	66	2	119
> O=S(=O)(c1ccc(Oc2ccc(Cl)cc2)c(S(=O)(=O)N2CCCCC2)c1)N1CCCCC1
 : 3%	13	179	-7%	-2	79	80	-13	179
> Cc1c(C(=O)c2ccc(Cl)c(Cl)c2)cnc2cc3c(cc12)OCO3
 : nt	16	133	nt	15	105	90	-16	133
> COc1ccc(Cl)cc1NC(=O)N1CCN(S(C)(=O)=O)CC1
 : -1%	1	127	0%	10	97	87	-1	127
> CCOC(=O)CCc1c(C)nc(SCCN2CCCC2)c(C#N)c1C
 : -16%	0	93	-53%	3	85	82	0	93
> CCOC(=O)c1cnc2ccc(OCC)cc2c1N1CCN(c2ccccc2)CC1
 : -1%	22	146	-19%	43	59	16	-22	146
> COc1ccc(C2CC(=O)C(C=NCCN3CCOCC3)=C(O)C2)cc1 (configuration not stated)
 : 0%	9	112	-11%	nt	nt	nt	-9	112
> C=CCn1c(CCCNC(=O)CCC)nc2ccccc21
 : nt	1	78	nt	16	100	83	-1	78
> COc1ccc(CCNC(=O)C2CCCN(S(=O)(=O)c3cccc4nonc34)C2)cc1OC (configuration not stated)
 : -5%	-5	70	-6%	6	92	86	5	70
> CC(C)[C@H](NC(=O)OC(C)(C)C)C(=O)N/N=C/c1cccc2nccnc12
 : 4%	-22	93	-92%	-3	96	99	22	93
> C=CCN1C(=O)/C(=C\c2ccc(Cl)cc2)N=C1SCC(=O)NCCC
 : 1%	13	197	49%	nt	nt	nt	-13	197
> Cc1ccc(S(=O)(=O)N2CCOCC2)cc1NC(=O)Cn1ccsc1=N
 : 1%	40*	165*	-8%	nt	nt	nt	-40	165
> Cc1ccc2c(c1)[nH]c1c(=O)n(CCCN3CCOCC3)cnc12
 : 16%	11	123	-33%	19	94	75	-11	123
> COc1ccc(-c2cnn(C3CCS(=O)(=O)C3)c2N)cc1 (configuration not stated)
 : 19%	-4	166	6%	6	96	91	4	166
> CN(C)c1ccc(CNn2cnnc2)cc1
 : -4%	-3	107	-40%	-13	85	98	3	107
> Cc1c(N=Cc2ccncc2)c(=O)n(-c2ccccc2)n1C
 : 0%	14	151	-2%	8	98	90	-14	151
> COc1ccccc1S(=O)(=O)Nc1cccc(-c2nnc3n2CCCCC3)c1
 : 5%	-7	114	-23%	10	93	82	7	114
> CCOCC(=O)Nc1cccc(NC(C)=O)c1
 : -3%	11	172	24%	5	90	85	-10	172
> CCN(CC)S(=O)(=O)c1ccc(-c2nnc(SCC(=O)c3ccc(OC)cc3)o2)cc1
 : 3%	-15	104	19%	4	90	85	15	104
> COCc1[nH]nc2c1C1(CCSCC1)C(C#N)=C(N)O2
 : -6%	3	160	14%	-33	64	97	-3	160
> Cc1ccccc1OCC(=O)NCCN(C)C
 : -2%	15	160	-20%	10	99	88	-15	160
> CCN1C(=O)C(O)(CC(=O)/C=C/C=C/c2ccccc2)c2ccccc21 (configuration not stated)
 : 11%	10	176	-10%	nt	nt	nt	-10	176
> CN(C)c1ccc(C(=S)N2CCN(c3ccccc3)CC2)cc1
 : 3%	-8	89	11%	0	90	90	8	89
> COc1cc(C)c(S(=O)(=O)N2CCN(C)CC2)cc1C
 : -5%	14	120	-23%	8	87	80	-14	120
> Nc1nc(N2CCOCC2)nc(N(c2ccccc2)c2ccccc2)n1
 : -8%	0	178	4%	8	100	92	0	178
> COC(=O)c1cc(NC(=O)Cc2ccc(OC)cc2)cc(C(=O)OC)c1
 : -6%	7	40	28%	18	86	69	-7	40
> CCC(C)NC(=O)c1ccc(CS(=O)(=O)Cc2ccc(Cl)cc2)o1 (configuration not stated)
 : 0%	-10	53	-30%	7	101	95	-9	127
> CC(C)(C)c1ccc(NC(=O)COC(=O)C2=COCCO2)cc1
 : -11%	6	199	11%	-13	97	110	-6	199
> N#Cc1cn(-c2ccccc2)nc1-c1ccccc1
 : 5%	11	199	-2%	14	84	69	-11	199
> C=CCNC(=O)CN(c1ccccc1OCC)S(=O)(=O)c1ccc(C)cc1
 : 2%	15	160	-83%	4	88	84	-15	160
> FC(F)(F)c1cc(-c2ccco2)nc(-n2nc(C(F)(F)F)cc2C2CC2)n1
 : -9%	-6	103	11%	12	93	81	6	103
> COc1ccc(NC(=O)C23CCC(C2)C(C)(C)C3=O)cc1 (configuration not stated)
 : -6%	15	127	9%	3	96	93	-15	127
> COc1ccc(-c2ccnc3nc(N4CCN(c5ccccc5)CC4)nn23)cc1
 : 0%	1	137	-59%	nt	nt	nt	-1	137
> Cc1ccc(CC(=O)NCc2ccc3c(c2)OCO3)cc1
 : -4%	-1	79	21%	-3	92	95	2	79
> C=CCSc1nnc2c(n1)OC(c1c(C)[nH]n(-c3ccccc3)c1=O)Nc1ccccc1-2 (configuration not stated)
 : -5%	6	163	-42%	nt	nt	nt	-6	163
> COc1ccc(OCC(O)Cn2c(=N)n(CCN3CCCCC3)c3ccccc32)cc1 (configuration not stated)
 : -3%	nt	nt	-30%	-5	95	100	nt	nt
> Cc1ccc(S(=O)(=O)N2CCCC2C(=O)O)cc1 (configuration not stated)
 : -6%	-26	94	-17%	-10	95	105	26	94
> COc1ccc(NC(=O)CSc2nncs2)cc1OC
 : 6%	10	189	5%	-2	89	91	-10	189

A portion of the library; the hit share may differ from the screen's.
